Source: PubChem (National Center for Advancing Translational Sciences (NCATS))
PI5P4K alpha inh – qHTS for Inhibitors of phosphatidylinositol 5-phosphate 4-kinase (PI5P4K) | PI5P4Kalpha enzyme, ADP-Glo luminescence, 60 min; active compounds read low | max response, % | hit rate 1.2% among 330,000; active means max response of -50% or lower; inconclusive means between -30% and -50%; inactive means -30% or higher; further: value at the top dose of about 77 µM; on the % scale 0 is the no-effect control and ±100 the full control effect
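qHTS, 1536-well: enzyme/substrate mix, compound by pin tool, 5 microM ATP final; RT 60 min; ADP-Glo reagents 1 (45 min) then 2 (30 min); luminescence.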
IL2 activator – qHTS of IL-2 Activators. IL-2 activation reporter assay, cell-based qHTS; stimulated with anti-CD3/CD4/CD28 beads; in transgenic mouse T cells. AID 652025, 2013. activation, % (series mostly up to about 46 µM). hit rate 0.065% among 360,000; in the data active means activation above about 50%; inconclusive means mostly about 30% to 49%; further: 0% is about no effect
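EGFP and DsRed fluorescence is measured by plate cytometry in unstimulated transgenic mouse T cells exposed to compound for 60 minutes, then stimulated 18 hours at 37 degrees C with anti-CD3/anti-CD4 beads plus anti-CD28.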
WRN helicase inh – qHTS for Inhibitors of WRN Helicase; Bifunctional 3'-5' exonuclease/ATP-dependent helicase WRN (Homo sapiens), Q14191; WRN helicase unwinding, fluorescent forked duplex, kinetic; Potency, µM (highest dose often 114 µM), for the others: at the top dose activity change, negative = inhibition, hits mostly inhibitors; hit rate 0.46% among 360,000; further: potency means the concentration at half of the fitted maximal effect; on the % scale 0 is the no-effect control and ±100 the full control effect; nearly all actives have a fitted effect of over 55% in size
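Primary qHTS, 1536-well format. 20 nM WRN + compound, 15 min RT; start with 100 nM forked fluorophore/quencher duplex, 2 mM ATP (final); kinetic read ex 525/em 598 nm.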
HEK293 tox – qHTS of GLP-1 Receptor Inverse Agonists: Cytotox Screen. AID 624418, 2012. HEK293 cAMP-luciferase reporter cells, luminescence, 24 h. hit rate 0.13% among 410,000. Potency, µM (highest dose often 38.3 µM), inactives show at the top dose activity change, negative = inhibition, usual class: inhibitors;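 further: loss of luciferase light is scored as toxicity; potency means the concentration at half of the fitted maximal effect; on the % scale 0 is the no-effect control and ±100 the full control effect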
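Here, cytotoxicity is scored as loss of luminescence. The MLSMR collection was tested on cells seeded in medium containing 10% Nu serum, with a 24 hr compound exposure preceded by 12 hours of culture.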
D3 antag – qHTS of D3 Dopamine Receptor Antagonist: qHTS; D(3) dopamine receptor (Homo sapiens), P35462; D3R cells, DiscoveRx beta-arrestin luminescence, antagonist mode; active compounds read low; max response, negative = inhibition, %; hit rate 2.5% among 360,000; in the data active means max response below about -50%; inconclusive means no clear call, values can overlap the other calls; further: on the % scale 0 is the no-effect control and ±100 the full control effect; mostly tested at two doses, the higher about 12 µM
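Cells expressing the human receptor were seeded at 1500 cells/well, incubated overnight at 37 degrees C in 5% CO2, then exposed to library compounds with dopamine controls for 90 minutes at 37 degrees C before luminescent detection.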
GLP1R ag – qHTS of GLP-1 Receptor Agonists; Glucagon-like peptide 1 receptor (Homo sapiens), P43220; HEK293 GLP-1R CRE-luciferase, luminescence, 4-6 h; cells express a hypersensitive GLP-1R form; Potency, µM (doses to about 45.6 µM), without a hit: top-dose activation, usual class: activators; hit rate 0.007% among 380,000; AID 624172, 2012; further: potency means the concentration at half of the fitted maximal effect; % of control where 0% means no effect
Target sequence (P43220 whole entry, looked up): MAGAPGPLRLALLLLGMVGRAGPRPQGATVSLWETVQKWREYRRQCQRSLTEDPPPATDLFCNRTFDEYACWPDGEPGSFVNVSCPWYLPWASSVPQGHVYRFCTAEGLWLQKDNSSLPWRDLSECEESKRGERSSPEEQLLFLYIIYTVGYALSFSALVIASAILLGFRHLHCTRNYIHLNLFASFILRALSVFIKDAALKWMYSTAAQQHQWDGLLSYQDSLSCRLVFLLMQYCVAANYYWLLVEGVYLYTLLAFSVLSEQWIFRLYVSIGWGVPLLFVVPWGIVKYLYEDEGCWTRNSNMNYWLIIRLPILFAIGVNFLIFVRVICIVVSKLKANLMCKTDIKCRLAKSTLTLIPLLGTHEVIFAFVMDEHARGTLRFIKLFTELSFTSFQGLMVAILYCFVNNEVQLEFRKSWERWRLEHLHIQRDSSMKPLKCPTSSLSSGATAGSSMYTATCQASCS
DRD3 agonist – qHTS of D3 Dopamine Receptor Agonist: qHTS; D3R DiscoveRx beta-arrestin cells, luminescence, 90 min; max activation, %; hit rate 0.58% among 410,000; AID 652048, 2013; in the data active means max activation above about 30%; further: 0% is about no effect; mostly tested at two doses, the higher about 12 µM
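Cells at 1500/well, incubated overnight, then treated with pinned compounds (dopamine as control) for 90 min at 37 degrees C. DiscoveRx reagent added for 30 - 60 minutes at room temperature; luminescence read.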
GLP1R inv ag – qHTS of GLP-1 Receptor Inverse Agonists (Inhibition Mode) | HEK293 GLP-1R CRE-luciferase, luminescence, 24 h; GLP-1R form is constitutively active | Potency, µM (highest dose often 38.3 µM), inactives show at the top dose activity change, negative = inhibition, usual class: inhibitors | hit rate 1.6% among 410,000 | AID 624417, 2012; further: potency means the concentration at half of the fitted maximal effect; on the % scale 0 is the no-effect control and ±100 the full control effect; nearly all actives have a fitted effect of over 55% in size
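Inverse agonists were sought by their lowering of basal cAMP reporter luciferase output in HEK293 cells stably carrying constitutively active human GLP-1R, after 24 h compound treatment.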
PLK1 PBD inh – qHTS for Inhibitors of PLK1-PDB (polo-like kinase 1 - polo-box domain): Primary Screen | Serine/threonine-protein kinase PLK1 (Homo sapiens), P53350 | Plk1 PBD binding of FITC phosphopeptide, fluorescence polarization | Potency, µM, inactives show max response, negative = inhibition, hits mostly inhibitors | hit rate 2.8% among 360,000; further: potency means the concentration at half of the fitted maximal effect; series mostly up to about 57 µM; on the % scale 0 is the no-effect control and ±100 the full control effect; nearly all actives have a fitted effect of over 65% in size
Target sequence (P53350 whole entry, looked up, the tested form may be a part): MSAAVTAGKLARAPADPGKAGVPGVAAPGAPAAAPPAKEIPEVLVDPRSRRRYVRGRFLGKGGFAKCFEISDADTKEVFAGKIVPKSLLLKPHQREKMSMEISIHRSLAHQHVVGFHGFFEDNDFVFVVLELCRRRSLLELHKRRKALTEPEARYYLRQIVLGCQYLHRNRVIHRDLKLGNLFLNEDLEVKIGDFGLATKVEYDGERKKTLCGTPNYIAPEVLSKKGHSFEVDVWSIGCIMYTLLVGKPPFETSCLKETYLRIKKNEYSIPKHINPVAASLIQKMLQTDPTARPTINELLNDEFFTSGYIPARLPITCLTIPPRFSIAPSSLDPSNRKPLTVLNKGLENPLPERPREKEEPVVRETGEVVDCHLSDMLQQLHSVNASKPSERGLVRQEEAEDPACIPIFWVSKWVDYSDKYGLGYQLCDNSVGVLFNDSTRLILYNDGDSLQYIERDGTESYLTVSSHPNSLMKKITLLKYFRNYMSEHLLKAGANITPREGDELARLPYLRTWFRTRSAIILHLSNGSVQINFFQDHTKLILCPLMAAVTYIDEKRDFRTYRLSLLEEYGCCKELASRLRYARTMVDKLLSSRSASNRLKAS
Numbers without * were called inactive; ? = inconclusive; / = no result given; & = joins results of further samples; [ ] = remark or other dose. Unless noted, the call rests on the fitted dose curve; in most records, active means well fitted curve in the direction sought with a large enough effect; inconclusive means small, poorly fitted or top-dose-only effect, or another doubt; inactive means no such curve, though single readings can be large; an effect the other way counts as inactive or inconclusive.

item	smiles	PLK1 PBD inh	D3 antag	DRD3 agonist	GLP1R inv ag	IL2 activator	GLP1R ag	HEK293 tox	PI5P4K alpha inh	WRN helicase inh
1	COc1ccc(C(=O)C=Cc2ccc3c(c2)OCO3)cc1OC	4%	30	9	104%[activator]	-4.4	14%	3%	3	-1%
2	COC(=O)c1cc2ccsc2n1Cc1ccccc1F	2%	5	-2	4%	0.6	26%	-13%	17	-5%
3	O=C(C1CCN(CCCc2ccccc2)CC1)N1CCCCC1	-9%	-10	-8	0%	-4.8	1%	6%	-7	-18%
4	CC(C)(C)c1cc[n+](CC(=O)Nc2cc(C(F)(F)F)ccc2N2CCOCC2)cc1	-6%	7	2	10%	1.6	1%	-1%	7	-1%
5	CCOc1ccc(S(=O)(=O)NCCC(=O)Nc2cccc(C(=O)OC)c2)cc1	-3%	2	5	-17%	-1.8	6%	0%	1	-3%
6	O=C(c1ccc2oc(CCCc3ccccc3)nc2c1)N1CCCCC1CO (configuration not stated)	1%	-27	0	?	-0.6	-1%	-4%	6	-8%
7	Cc1ccc(C)c(/C=C2\N=C(c3ccccc3F)OC2=O)c1	-17%	8	1	10%	-0.8	0%	4%	3	5%
8	CCc1nnc(NC(=O)CSc2nnc(CNc3ccc(OC)cc3)n2C)s1	-6%	13	-1	9%	-3.6	0%	7%	-2	3%
9	Cc1ccc(N(CC(=O)NCc2ccc(F)cc2)C(=O)c2ccco2)cc1C	-3%	-1	-2	?	0.7	5%	11%	12	4%
10	Cc1sc2nc(SCC(=O)c3cc(C)n(CC4CCCO4)c3C)n(C(C)C)c(=O)c2c1C (configuration not stated)	-5%	15	5	-6%	-0.8	10%	-9%	10	-5%
11	Cc1ccc(S(=O)(=O)CC2CSc3nc(N)cc(=O)n32)cc1 (configuration not stated)	1%	11	0	-3%	-1.4	-12%	6%	-2	5%
12	O=C(NC1CCCCC1)N1CCC(c2nc3ccc(Cl)cc3[nH]2)CC1	-5%	-26	-5	6%	2.9	13%	-25%	/	-3%
13	O=C1c2[nH]nc(-c3ccccc3O)c2C(c2ccc(F)cc2)N1Cc1ccco1 (configuration not stated)	-3%	-7	15	-28%	0.4	-8%	-26%	/	-9%
14	CCc1nc2ccccc2c(C(=O)OCC(=O)Nc2ccc(S(=O)(=O)N3CCOCC3)cc2)c1C	-6%	14	1	?	-0.1	1%	-26%	4	-18%
15	c1ccc2c(CN3CCSCC3)cccc2c1	-13%	3	-4	-15%	-0.7	-4%	2%	-2	2%
16	CCC(C)NC(=O)Cn1c(=O)n(CCCC(=O)NCc2ccc(C)cc2)c(=O)c2ccccc21 (configuration not stated)	/	/	-1	6%	/	-1%	1%	/	/
17	C/C(CC(=O)Nc1ccc2c(c1)OCCO2)=N\NC(=O)COc1cccc(C)c1	-17%	-8	-6	0%	0.3	6%	-1%	-1	-3%
18	COc1ccc(C2CC(=O)C=C(NCC3CCCO3)C2)cc1 (configuration not stated)	-1%	5	1	1%	-1.2	-5%	-12%	-2	-1%
19	CCCNC(=O)C1(C)CCCN(C(=O)c2ccc3sccc3c2)C1 (configuration not stated)	1%	7	4	12%	0.5	3%	1%	-6	6%
20	COc1ccc(C(=O)O)cc1NS(=O)(=O)c1cccc2nsnc12	1%	23	1	14%	-0.4	-1%	-6%	-14	6%
21	Cc1cccc(C)c1NC(=O)CNC(=O)CCNC(=O)c1ccco1	1%	8	2	14%	-0.5	-4%	0%	1	-1%
22	CCCCNC(=O)COc1ccccc1[N+](=O)[O-]	-15%	-25	-2	1%	1.7	9%	12%	5	-3%
23	CCOC(=O)C1CCCCN1C(=O)CCc1c(C)nc2ncnn2c1C (configuration not stated)	-1%	25	1	-5%	-0.4	-9%	-18%	-3	3%
24	CN(C)c1cccc(C(=O)NNC(=O)C23CC4CC(CC(C4)C2)C3)c1	3%	17	-4	?	2.3	-6%	5%	3	6%
25	Cc1cc(C)cc(NC(=O)c2ccc3nc[nH]c3c2)c1	-22%	-5	0	-27%	-0.6	2%	-13%	-4	0%
26	CCn1c(=O)cc(SCC(=O)Nc2ccc(Cl)cc2)c2ccccc21	-7%	-8	-4	21%	-0.7	2%	8%	/	1%
27	COc1cccc(C(C)(O)c2nc(-c3cccc(C(=O)O)c3)cs2)c1 (configuration not stated)	-6%	0	-8	-7%	-0.5	-3%	-7%	-8	7%
28	Cn1c(-c2ccccc2)c(C=O)c2ccccc21	-2%	6	-1	-28%	-0.8	16%	4%	-1	-3%
29	Cc1cc(-c2nnnn2-c2cc(Cl)cc(Cl)c2)no1	4%	0	5	-3%	-0.3	1%	-16%	5	1%
30	Cc1c(C(=O)NNC(=O)Nc2ccc([N+](=O)[O-])cc2)oc2ccccc12	-4%	-26	-6	?	-0.5	2%	-23%	-1	-9%
31	Cc1cc(C)c(NC(=O)Cn2c(=O)n(Cc3ccco3)c(=O)c3ccc(C(=O)NC4CCCC4)cc32)c(C)c1	/	/	6	7%	/	-7%	-2%	/	/
32	C=CCOc1ccc(C(c2c(C)n(C)n(-c3ccccc3)c2=O)c2c(C)n(C)n(-c3ccccc3)c2=O)cc1	-5%	-17	2	-15%	-0.3	12%	-3%	-3	15%
33	C[C@H](NC(N)=O)C(=O)Nc1ccc2c(c1)OCO2	5%	2	3	21%	0.6	-1%	1%	-15	0%
34	O=C(O)CCSc1ccc2ccccc2n1	-3%	-8&22	3&2	5%&26%	1.3&6.1	-12%&2%	-11%&2%	-1&0	7%&-5%
35	CCOC(=O)CCc1c(C)nc2cc(-c3cc(OC)cc(OC)c3)[nH]n2c1=O	/	/	0	13%	/	0%	4%	/	/
36	CC(CCN1C(N(C)C)=NC[C@@H]1C)c1ccccc1 (some centres not stated)	7%	0	-6	0%	-0.6	-1%	7%	0	-3%

Whole records, quoted from the list. Order of screens: PLK1 PBD inh | D3 antag | DRD3 agonist | GLP1R inv ag | IL2 activator | GLP1R ag | HEK293 tox | PI5P4K alpha inh | WRN helicase inh
Cc1cccc(C)c1NC(=O)CNC(=O)CCNC(=O)c1ccco1 is listed as 1% | 8 | 2 | 14% | -0.5 | -4% | 0% | 1 | -1%
C/C(CC(=O)Nc1ccc2c(c1)OCCO2)=N\NC(=O)COc1cccc(C)c1 is listed as -17% | -8 | -6 | 0% | 0.3 | 6% | -1% | -1 | -3%

Later entries
item	smiles	PLK1 PBD inh	D3 antag	DRD3 agonist	GLP1R inv ag	IL2 activator	GLP1R ag	HEK293 tox	PI5P4K alpha inh	WRN helicase inh
37	CCn1nnnc1SCC(=O)Nc1nc(-c2cccs2)cs1	-10%	7	-4	-14%	-2.9	-6%	9%	-10	4%
38	Cc1ccc(C(C(=O)NCC2CCCO2)N(C(=O)c2snc(C(N)=O)c2N)c2ccccc2)o1 (configuration not stated)	6%	60	25	17%	-3.9	10%	-8%	4	-2%
39	O=C1N2CCSC2=NC1(NS(=O)(=O)c1ccccc1)C(F)(F)F (configuration not stated)	-2%	24	8	-18%	0.2	-7%	-9%	-5	10%
40	CN(C)CCNc1nc(Oc2cccc(F)c2)c2sccc2n1	8%	9	-10	?	-0.8	-3%	-20%	9	5%
41	O=C(O)c1ccc(S(=O)(=O)c2ccc3c(c2)C(=O)N(NC(=O)c2cccnc2)C3=O)cc1	4%	-11	-4	6%	0.0	-5%	5%	3	0%
42	COCCCNC(=O)c1ccc(-n2nc(C(F)(F)F)cc2-c2cccs2)cc1	-18%	-7	2	?	-0.5	0%	4%	/	6%
43	CCc1cc2c(SCC(=O)NC3CCCC3)ncnc2s1	-2%	?	-3	-15%	-1.5	18%	0%	2	10%
44	CCCCc1nc2cc(C(=O)N3CCNC(=O)C3CC(=O)OC)ccc2o1 (configuration not stated)	-5%	-4	20	12%	-1.2	-4%	2%	0	-27%
45	Cc1ccccc1-c1nc(NCC2CC2)nc2ccsc12	-4%	-11	-16	?	-0.5	1%	17%	5	-5%
46	CC(C)(C)OC(=O)N1CCC[C@H]1C(=O)OCC(=O)Nc1cc(S(C)(=O)=O)ccc1Cl	6%	-20	-12	13%	-3.7	1%	3%	7	-9%
47	O=C(NNC(=O)c1ccc(Cn2cccn2)o1)NC12CC3CC(CC(C3)C1)C2	-1%	13	7	-5%	0.4	0%	3%	-2	0%
48	O=C(CN1CCCC1)Nc1ccc([N+](=O)[O-])cc1	-9%	-14	-21	6%	-1.3	14%	-2%	5	-1%
49	c1ccc(N=NC2=NN(c3ccccc3)CS2)cc1	4%	?	-11	?	-1.6	8%	-22%	0	-32%
50	COc1ccc(CNC(=O)/C=C/c2ccccc2[N+](=O)[O-])cc1	-19%	-22	-9	15%	1.1	-2%	-8%	0	-8%
51	COc1ccccc1N(CC(=O)Nc1ccc2c(c1)OCO2)S(=O)(=O)c1ccccc1	-7%	-5	-2	?	-0.7	3%	-21%	-1	-6%
52	CCOC(=O)c1ccc(NC(=O)c2cc3sccc3n2Cc2ccc(Cl)cc2)cc1	/	/	-24	?	/	-2%	-16%	/	/
53	COc1ccccc1CN(C)C(C)C(=O)Nc1cccc(C(C)=O)c1 (configuration not stated)	-3%	-7	-12	3%[0.307 µM]	-0.3	8%	12%[0.307 µM]	-4	-2%
54	C=CCNCCOCCSc1ccc(Cl)cc1	0%	?	-10	?	0.3	1%	18%	5	-5%
55	O=C(Nc1ccccc1Oc1ccccc1)c1cc([N+](=O)[O-])ccc1Cl	-10%	4	0	4.5µM*	-0.5	12%	4%	11	8%
56	O=C(CNC(=O)C1CCCCC1)NCCCO	2%	14	-5	-13%	-1.4	-9%	-19%	/	2%
57	CCc1ccc(NC(=O)Cn2c(=O)oc3cc(S(=O)(=O)N4CCOCC4)ccc32)cc1	-13%	6	-7	0%	-4.0	-1%	-12%	-5	2%
58	CC(=O)NC(CC(=O)OCC(=O)c1c(N)n(CC(C)C)c(=O)n(C)c1=O)c1ccccc1 (configuration not stated)	-6%	9	4	0%	-3.2	11%	0%	7	12%
